# TRPC6 act: mouse TRPC6 channel activation. 0.13% of 310,000 active. AID 2550. Q61143. B-score at 10 µM. HEK293-TRPC6 membrane potential dye fluorescence; stronger effect = higher value;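 active means B-score of the integrated fluorescence ratio above library mean plus 3 SD, and starting fluorescence ratio within library mean plus 5 SD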;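 further: higher score means more depolarization so channel activation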
# ANO1 activ: activates or potentiates the mouse TMEM16A chloride channel; HEK293 TMEM16A/YFP-H148Q/I152L, iodide quench fluorescence; stronger effect = lower value; B-score at 10 µM; 0.3% of 340,000 active; AID 623877;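 active means fluorescence-ratio B-score plate-corrected deviation score at least 3 library SD below zero, with starting fluorescence score within 5 deviations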;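 further: channel opened by trigger with iodide after compound preincubation; score built on the fluorescence ratio of max minus min over baseline; more negative score means more quench and so TMEM16A activation or potentiation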
# SKKanGAS inh: inhibitors of SKKanGAS S. pyogenes growth in kanamycin (SK-promoter or general growth effect); BacTiter-Glo, 6 h; inhibition, % at 7.5 µM; 1.3% of 300,000 active; AID 1662;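 active means mean replicate score, as percent of positive control median, at least 50; inconclusive means mean below 50 but one replicate at or above 50; inactive means mean and every replicate below 50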;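 further: strain carries kanamycin resistance gene driven by streptokinase promoter and grows in 40 µg/ml kanamycin; loss of luminescence reflects streptokinase promoter inhibition or plain growth inhibition; 0% = median of DMSO wells and 100% = positive control at its reference dose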
# MrgX1 antag: blocks BAM8-22 activation of human MrgX1 receptor. MRGX1-HEK293 calcium flux, Fluo-4, BAM8-22 antagonism; stronger effect = lower value. B-score at 10 µM. 1.3% of 310,000 active;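 active means calcium-response B-score plate-corrected more than 3 library SD below zero, starting fluorescence within 5 deviations, no agonist response on first addition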;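 further: peak minus trough fluorescence over baseline after final BAM8-22 challenge near maximal dose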
# Target sequence (Q96LB2 whole entry, looked up): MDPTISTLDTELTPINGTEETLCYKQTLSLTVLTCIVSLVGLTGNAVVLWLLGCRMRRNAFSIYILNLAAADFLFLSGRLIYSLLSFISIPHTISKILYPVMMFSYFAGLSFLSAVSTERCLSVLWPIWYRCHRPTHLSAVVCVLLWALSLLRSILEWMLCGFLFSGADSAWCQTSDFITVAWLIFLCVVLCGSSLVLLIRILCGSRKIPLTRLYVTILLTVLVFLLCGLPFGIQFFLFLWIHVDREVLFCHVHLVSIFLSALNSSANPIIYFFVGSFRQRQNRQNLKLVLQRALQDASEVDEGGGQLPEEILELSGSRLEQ
# MrgX1 ag: human MrgX1 receptor agonism, primary screen; Q96LB2; MrgX1-HEK293 cells, Fluo-4 calcium fluorescence, agonist mode; stronger effect = higher value; B-score at 10 µM; 0.44% of 310,000 active; AID 588627;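 active means calcium response B-score plate-corrected fluorescence ratio at least 3 library SD, with starting fluorescence B-score inside 5 SD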
#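 Material: MrgX1-expressing HEK293 cells / Dosing: compound as first of three additions / Incubation: overnight seeding, then 1 h dark dye loading / Signal: Fluo-4 NW calcium fluorescence / Evaluation: B-scored fluorescence response ratio / Benchmarks: positive and negative control wells on each plate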
# MrgX1 PAM: human MrgX1 positive allosteric modulation, primary screen | Q96LB2 | MrgX1-HEK293, Fluo-4 calcium flux, FDSS; stronger effect = higher value | B-score at 10 µM | 0.63% of 310,000 active | AID 588675;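 active means plate-corrected calcium response at least 3 library SD above typical, normal starting fluorescence, not activating the receptor alone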;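 further: compound read alongside a low EC10 to EC30 dose of BAM8-22 agonist; peak minus trough fluorescence over baseline measured at the second addition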
# TRPC6 inh: inhibitors of mouse TRPC6 channel | 1.1% of 310,000 active | B-score at 10 µM | Q61143 | HEK293-TRPC6, membrane potential dye, ACh-evoked depolarization; stronger effect = lower value;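 active means B-score under library mean minus 3 SD, initial fluorescence not abnormally high, positive integrated signal ratio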;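 further: B-score derived from integrated fluorescence ratio over the kinetic read; more negative B-score means stronger inhibition of depolarization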
# TMEM16A inh: inhibitors of mouse TMEM16A calcium-activated chloride channel; Q8BHY3; HEK293 TMEM16A/YFP iodide influx fluorescence, ionomycin; AID 588511; 1.2% of 310,000 active; normalized B-score (activity score, 25-100; higher = stronger inhibition) at 10 µM;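 active means ratio plate-corrected score three or more library SD toward inhibition, starting fluorescence score within five deviations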;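 further: score derived from kinetic fluorescence span divided by baseline fluorescence per well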
# HDAC3 inhib: human HDAC3 inhibition; recombinant HDAC3, fluorogenic peptide/trypsin coupled, fluorescence; 0.15% of 320,000 active; O15379; inhibition, % at 8.3 µM; in the data active means inhibition above about 26%, passing the limit was not always enough; inconclusive means no clear call, values can overlap the other calls
# Target sequence (O15379 whole entry, looked up): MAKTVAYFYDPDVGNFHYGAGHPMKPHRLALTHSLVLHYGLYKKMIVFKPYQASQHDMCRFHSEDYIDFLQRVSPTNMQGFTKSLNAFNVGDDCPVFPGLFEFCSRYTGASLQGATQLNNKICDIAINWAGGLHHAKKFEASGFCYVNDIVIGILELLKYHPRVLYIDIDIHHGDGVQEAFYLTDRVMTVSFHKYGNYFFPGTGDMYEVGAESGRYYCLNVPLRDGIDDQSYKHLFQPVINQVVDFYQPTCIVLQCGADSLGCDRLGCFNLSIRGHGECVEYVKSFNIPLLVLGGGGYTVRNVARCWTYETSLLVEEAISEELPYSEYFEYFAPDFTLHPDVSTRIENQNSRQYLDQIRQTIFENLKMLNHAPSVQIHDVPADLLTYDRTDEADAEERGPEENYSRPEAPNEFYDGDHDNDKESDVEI
# RGS4 act: potentiators or activators of RGS4; 0.92% of 310,000 active; AID 463111; B-score at 10 µM; HEK293 M3R/inducible RGS4, carbachol calcium flux Fluo4; stronger effect = lower value;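 active means B-score of the integrated calcium signal more than 4 SD below the library mean, with starting fluorescence not abnormally high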;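 further: negative B-score means reduced calcium response which marks RGS4 activation or potentiation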
#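 Detection: kinetic calcium fluorescence imaging with Fluo4-AM dye, 2 µM / Material: HEK293 cells with stable M3R and inducible RGS4 / Schedule: recording 10 s baseline at 1 Hz, 100 s post-agonist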
# RGS4 block: inhibitors of human RGS4; P49798; HEK293 M3R/RGS4 inducible, Fluo-4 calcium flux; stronger effect = higher value; triggered by carbachol at its EC20; B-score at 10 µM; 0.45% of 310,000 active;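 active means B-score, a plate-corrected calcium signal, over three deviations above library mean, with baseline fluorescence within five deviations of library mean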;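 further: RGS4 expression induced by doxycycline in cells with stable M3 receptor; B-score is computed from the integrated fluorescence ratio over baseline after carbachol; higher B-score means a larger calcium signal and so more RGS4 inhibition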
# Target sequence (P49798 whole entry, looked up): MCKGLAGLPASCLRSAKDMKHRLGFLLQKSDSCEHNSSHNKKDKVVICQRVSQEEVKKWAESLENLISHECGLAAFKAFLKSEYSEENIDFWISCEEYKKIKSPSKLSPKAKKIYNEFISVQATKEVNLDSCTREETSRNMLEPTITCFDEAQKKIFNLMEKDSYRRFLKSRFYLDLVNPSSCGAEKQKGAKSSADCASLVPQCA
# * marks the source's active call; other numbers are inactive results; i = inactive; ? = inconclusive; . = no result given.
SMILES,TRPC6 act,ANO1 activ,SKKanGAS inh,MrgX1 antag,MrgX1 ag,MrgX1 PAM,TRPC6 inh,TMEM16A inh,HDAC3 inhib,RGS4 act,RGS4 block
COc1ccc(N(C(=O)c2ccco2)C(C(=O)NC2CCCC2)c2ccc(C)cc2)c(OC)c1 (centres undefined),i,i,3,.,.,.,i,.,.,i,i
CC(C)(C)c1ccc(NC(=O)N2CCCN(c3ccc([N+](=O)[O-])cn3)CC2)cc1,i,i,5,i,i,i,i,i,4,i,i
O=C(C/C=N\OCc1ccc(Cl)cc1Cl)Nc1ccccc1,i,i,0,i,i,i,i,i,2,i,i
c1ccc(COc2ccc(Nc3ncnc4nc[nH]c34)cc2)cc1,i,i,3,i,i,i,i,i,-5,i,i
COc1cc2[nH]c(=O)n(CCCCCC(=O)NCCc3c[nH]c4ccccc34)c(=O)c2cc1OC,i,i,2,i,i,i,i,i,5,i,i
Cn1cccc1/C=N/NC(=O)c1sc2cc(Cl)ccc2c1Cl,i,.,11,i,i,i,i,i,-7,i,i
Cc1cc(OC(=O)c2c(C)cc(O)cc2O)cc(O)c1C(=O)O,i,i,6,i,i,i,i,i,-2,i,i
Cc1nn2c(N3CCN(C)CC3)cc(C(C)(C)C)nc2c1-c1ccccc1,i,i,33,i,i,i,i,i,13,i,i
CC(=O)OC1CC2(C)C(=O)CCC2C2CCc3cc(O)ccc3C12 (centres undefined),i,i,6,i,i,i,i,i,-6,i,i
C=CCSc1nc(Cc2ccc(Cl)cc2)nc2ccccc12,i,i,42,-5.9*,i,i,i,i,12,i,i

# In a second layout: entries from further up.
SMILES	TRPC6 act	ANO1 activ	SKKanGAS inh	MrgX1 antag	MrgX1 ag	MrgX1 PAM	TRPC6 inh	TMEM16A inh	HDAC3 inhib	RGS4 act	RGS4 block
Cn1cccc1/C=N/NC(=O)c1sc2cc(Cl)ccc2c1Cl	i	.	11	i	i	i	i	i	-7	i	i
Cc1cc(OC(=O)c2c(C)cc(O)cc2O)cc(O)c1C(=O)O	i	i	6	i	i	i	i	i	-2	i	i
Cc1nn2c(N3CCN(C)CC3)cc(C(C)(C)C)nc2c1-c1ccccc1	i	i	33	i	i	i	i	i	13	i	i
CC(=O)OC1CC2(C)C(=O)CCC2C2CCc3cc(O)ccc3C12 (centres undefined)	i	i	6	i	i	i	i	i	-6	i	i

# Record cards (already shown). Screens in order: TRPC6 act | ANO1 activ | SKKanGAS inh | MrgX1 antag | MrgX1 ag | MrgX1 PAM | TRPC6 inh | TMEM16A inh | HDAC3 inhib | RGS4 act | RGS4 block
# CC(=O)OC1CC2(C)C(=O)CCC2C2CCc3cc(O)ccc3C12 (centres undefined) across the screens: i | i | 6 | i | i | i | i | i | -6 | i | i
# Cn1cccc1/C=N/NC(=O)c1sc2cc(Cl)ccc2c1Cl across the screens: i | . | 11 | i | i | i | i | i | -7 | i | i

# Later entries.
SMILES,TRPC6 act,ANO1 activ,SKKanGAS inh,MrgX1 antag,MrgX1 ag,MrgX1 PAM,TRPC6 inh,TMEM16A inh,HDAC3 inhib,RGS4 act,RGS4 block
CCCCC[C@H]1CN(C2CCCCC2)C(=O)[C@@H]1CC(=O)NCc1ccc(OC)cc1,i,i,6,i,i,i,i,i,9,i,i
COc1ccc(CN(C(=O)c2ccc3c(c2)OCCO3)C(C(=O)NC2CCCCC2)c2ccc3ncccc3c2)cc1 (centres undefined),i,i,10,i,i,i,i,i,0,i,i
NS(=O)(=O)c1cc2c(cc1Cl)NC=NS2(=O)=O,i,i,0,i,i,i,i,i,0,i,i
COc1ccc(S(=O)(=O)n2oc(=O)cc2-c2ccccc2)cc1,i,i,1,i,i,i,i,i,1,i,i
Cc1cccn2cc(-c3ccc4c(c3)NC(=O)CO4)nc12,i,i,-11,i,i,i,-5.9*,i,1,i,i
Cn1ncc(Br)c1NC(=O)Nc1ccc(OC(F)(F)F)cc1,i,i,42,i,i,i,i,i,-2,i,i
CCN1CCN(c2ncnc3sc(C)c(-c4ccccc4)c23)CC1,i,i,0,i,i,i,i,i,-6,i,i
Cc1ccc(-n2ncc(C(=O)Nc3cc(Cl)ccc3Cl)c2C2CCNCC2)cc1,i,i,6,i,i,i,i,i,-2,i,i
COc1ccc(C2NC(=O)NC(C)=C2C(C)=O)cc1 (centres undefined),i,i,-16,i,i,i,i,i,-2,i,i
COc1ccc(-c2nc3ccccc3n2OCC(=O)O)cc1,i,i,-8,i,i,i,i,i,14,i,i
COc1ccc(N2CCN(C(=O)Cn3nnc(-c4ccc(OC)c(OC)c4)n3)CC2)cc1,i,i,-5,i,i,i,i,i,-1,i,i
COc1ccccc1NC(=O)Cn1cc(C(=O)c2ccco2)c2ccccc21,i,i,2,i,i,i,i,i,8,i,i
CC1=[N+]([O-])C(C)(C)N(O)C1(C)C,i,i,5,i,i,i,i,i,1,i,i
CCOC(=O)N1CCN(C(=O)CSc2nc3c([nH]c4ccccc43)c(=O)n2CCOC)CC1,i,i,6,i,i,i,i,i,-2,i,i
COC(=O)C(NC(=O)C(CC(C)C)NC(=O)C1CCC(C)CC1)C(C)C (centres undefined),i,i,3,i,i,i,i,i,9,i,i
Cc1cc(-c2ccc(C(C)C)c(S(=O)(=O)Nc3ccccn3)c2)on1,i,i,2,i,i,i,i,i,-4,i,i
CS(=O)(=O)Nc1ccccc1C(=O)NC1CC2CCC1C2 (centres undefined),i,i,-8,i,i,i,i,i,-15,i,i
CCCCOc1ccc(C(O)(CCN2CCOCC2)c2ccccc2)cc1 (centres undefined),i,i,-4,i,i,i,i,i,6,i,i
Cn1cccc1Cc1nnc(SCC(=O)N2CCCCCC2)n1CCc1ccccc1,i,i,-3,i,i,i,i,i,-7,i,i
Cn1c(=O)c2c(nc(SCC(=O)NCc3ccc4c(c3)OCO4)n2Cc2ccc(Cl)cc2)n(C)c1=O,i,i,-20,i,i,i,i,i,6,i,i
CCC(=O)Nc1ccc(C(=O)CN2CCC(C)CC2)cc1,i,.,-7,i,i,i,i,i,-4,i,i
CCCNC(=O)NNC(=O)c1cc(-c2ccc3c(c2)OCO3)nc2ccccc12,i,i,4,i,i,i,i,i,.,i,i
CCc1cc(SC#N)cc(CC)c1NC(=O)CCl,i,i,-3,i,i,i,i,i,-1,i,i
C[C@@H]1NC(=O)c2cc([N+](=O)[O-])cc(I)c2NCCCC[C@@H](C(N)=O)NC(=O)[C@H](CCC(=O)O)NC1=O,.,i,.,i,i,i,.,i,-3,.,.
Cc1cccc(C)c1NC(=O)CSc1nc2c([nH]1)c(=O)n(C)c(=O)n2C,i,i,18,i,i,i,i,i,-2,i,i
O=C(O)CC(NC(=O)COc1ccc(Cl)cc1Cl)C(=O)O (centres undefined),i,i,-1,i,i,i,i,i,2,i,i
CC(=O)c1sc(NC(=O)COc2ccc(Cl)cc2C)nc1C,i,i,-2,i,i,i,i,i,.,i,i
O=C(CCCCN1CCCCC1)c1ccccc1,i,i,-1,i,i,i,i,i,0,i,i
O=C(O)c1cccc(CSc2ncn[nH]2)c1,i,i,-6,i,i,i,i,i,10,i,i
Cn1c(=O)c(C(=O)Nc2ncccn2)c(O)c2ccccc21,i,i,2,i,i,i,i,i,-10,i,i
COc1ccc(OC)c(C2/C(=C(\O)c3ccc4c(c3)OCCO4)C(=O)C(=O)N2CC2CCCO2)c1 (centres undefined),i,i,4,i,i,i,i,i,-8,i,i
COc1cc(NC(=S)N2CCN(C)CC2)cc(OC)c1,i,i,0,i,i,i,i,i,0,i,i
O=C(N=C1SC2CS(=O)(=O)CC2N1c1ccc(Cl)cc1Cl)C1CC1 (centres undefined),i,i,1,i,i,i,i,i,?,i,i
CCn1nc(C(=O)O)c(=O)c2cc3c(cc21)OCO3,i,i,2,i,i,i,i,i,5,i,i
COc1cc(/C=C/C(=O)OCC(=O)Nc2ccc(S(N)(=O)=O)cc2)ccc1O,i,i,2,i,i,i,i,i,.,i,i
CC[C@@]12C(=O)N(c3cccc(F)c3)C(=O)N1[C@H](c1ccc(Br)cc1)[C@@H]1C(=O)N(C(C)(C)C)C(=O)[C@@H]12,i,i,1,i,i,i,i,i,4,i,i
CSCCOC(=O)C1=C(C)Nc2ccc(C)cc2S1,i,i,-4,i,i,i,i,i,-2,i,i
O=C(Cn1ncc(Cl)c(Cl)c1=O)N1CCN(Cc2ccccc2)CC1,i,i,2,.,.,.,i,.,.,i,i
COc1ccc(CN2C(=O)c3ccccc3C2C(=O)NC2CCCC(C)C2C)c(OC)c1 (centres undefined),i,i,1,.,.,.,i,.,.,i,i
COc1ccc2oc(=O)c(/C(C)=N/NC(=O)c3ccncc3)cc2c1,.,i,.,i,i,i,.,i,3,.,.
Clc1ccc(Cn2ncc3c(NCCN4CCOCC4)ncnc32)cc1,i,i,-16,i,i,i,i,i,-3,i,i
Cc1ccc(C(=O)NNC(=O)c2cccc(Br)c2)cc1,i,i,0,i,i,i,i,i,2,i,i
Cc1c(CCC(C)C)c(-n2ccnc2C)n2c(nc3ccccc32)c1C#N,i,i,0,i,i,i,i,i,-12,i,i
Cc1ccc(-c2nnn(CC(=O)N3CCCc4ccccc43)n2)cc1,i,i,-20,i,i,i,i,i,4,i,i
COc1cc(/C=N/n2c(SC)nnc(C(C)(C)C)c2=O)ccc1O,i,i,0,i,i,i,i,i,1,i,i
CCC(NC(=S)NCc1ccc(F)cc1)c1ccc(C)cc1 (centres undefined),i,i,6,i,i,i,i,i,0,i,i

# Arranged by number of heavy atoms (smallest number first): some entries from above.
SMILES,TRPC6 act,ANO1 activ,SKKanGAS inh,MrgX1 antag,MrgX1 ag,MrgX1 PAM,TRPC6 inh,TMEM16A inh,HDAC3 inhib,RGS4 act,RGS4 block
Cc1ccc(C(=O)NNC(=O)c2cccc(Br)c2)cc1,i,i,0,i,i,i,i,i,2,i,i
CCC(NC(=S)NCc1ccc(F)cc1)c1ccc(C)cc1 (centres undefined),i,i,6,i,i,i,i,i,0,i,i
Cc1ccc(-c2nnn(CC(=O)N3CCCc4ccccc43)n2)cc1,i,i,-20,i,i,i,i,i,4,i,i

# High-throughput results (PubChem)
